# M5 PAM = potentiates acetylcholine response at human M5 receptor; 360,000 tested, 0.3% active; P08912; AID 624038; CHO-K1 hM5, Fluo-8 calcium, ACh EC20 PAM; 0% = ACh EC20, 100% = ACh EC100; activation, % at 3 µM;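 active = activation above the run cutoff, the mean activation of all test compounds plus 3 SD, cut at about 18% in these data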
# Target sequence (P08912 whole entry, looked up): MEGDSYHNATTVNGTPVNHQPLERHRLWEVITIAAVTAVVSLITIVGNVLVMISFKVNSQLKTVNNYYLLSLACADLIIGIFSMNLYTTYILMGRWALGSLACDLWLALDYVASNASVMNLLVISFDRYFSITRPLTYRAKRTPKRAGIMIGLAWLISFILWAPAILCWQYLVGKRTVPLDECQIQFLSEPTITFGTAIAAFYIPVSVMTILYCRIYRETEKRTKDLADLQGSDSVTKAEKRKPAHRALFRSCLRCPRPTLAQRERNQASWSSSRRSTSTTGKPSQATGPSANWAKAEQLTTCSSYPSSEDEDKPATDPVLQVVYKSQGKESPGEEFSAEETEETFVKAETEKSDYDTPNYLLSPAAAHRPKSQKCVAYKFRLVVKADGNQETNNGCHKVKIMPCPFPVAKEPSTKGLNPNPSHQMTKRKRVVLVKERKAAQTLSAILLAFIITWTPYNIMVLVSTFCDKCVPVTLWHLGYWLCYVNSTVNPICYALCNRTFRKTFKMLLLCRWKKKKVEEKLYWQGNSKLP
#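 System: CHO-K1 cell line with stable human muscarinic M5 receptor expression | Also added: EC20 acetylcholine as agonist stimulus | Compound: One concentration, 3 µM final (nominal) | Timing: Fluo-8 loading 80 min at 37 °C plus 30 min room temperature | Measured by: Fluo-8 calcium dye fluorescence, kinetic read | Read-out basis: % activation, ACh-normalized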
# M1 PAM parental = nonselective activator or artifact in parental CHO-K1 calcium assay | ATP EC20, Fluo-8 calcium fluorescence; 0% at ATP EC20, 100% at ATP max | activation, % at 3 µM | 360,000 tested, 0.02% active;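 active = activation above the run cutoff, the mean activation of all test compounds plus 3 SD, cut at about 40% in these data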;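 note: peak over basal fluorescence ratio in a 140 s read after ATP addition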
# TAAR1 antagonist = human TAAR1 antagonism | Q96RJ0 | CHO RD-HGA16 TAAR1, Fluo-8 calcium fluorescence, antagonist | inhibition, % at 3 µM | 360,000 tested, 1.5% active;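 active = inhibition above a per-plate cutoff, the mean inhibition of test compounds on that plate plus 3 SD, cut at about 49% in these data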;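 note: 0% = DMSO plus EC80 beta-PEA response and 100% = DMSO alone without agonist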
#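 Assay system: RD-HGA16 CHO cells with stable hTAAR1 and Gα16 / Reagent: EC80 β-phenethylamine stimulus / Doses: 3 µM, single point / Timing: dye loading 75 min at 37 °C, then 30 min room temperature / Measured by: Fluo-8 intracellular calcium dye fluorescence, real-time kinetic reads / Controls: vehicle wells and EC80 agonist wells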
# CHRM5 agonist = CHRM5 agonism in calcium assay. P08912. CHO-K1 hM5 cells, Fluo-8 calcium fluorescence; 0% DMSO wells, 100% maximal acetylcholine response. activation, % at 3 µM. 360,000 tested, 0.19% active. AID 624037;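 active = activation above the run's mean over test compounds plus 3 SD, cut at about 23% in these data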;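 note: signal is peak over basal fluorescence ratio across the kinetic read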
# CHRM5 antagonist = CHRM5 antagonism in calcium assay. AID 624040. 360,000 tested, 0.59% active. P08912. CHO-hM5 cells, Fluo-8 calcium fluorescence, ACh EC80. inhibition, % at 3 µM;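 active = inhibition above a per-plate cutoff, the mean of that plate's test compounds plus 3 SD, cut at about 27% in these data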;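 note: 0% = acetylcholine EC80 with DMSO and 100% = DMSO without agonist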
# CHRM4 PAM = CHRM4 positive allosteric modulation | CHO-K1 hM4/Gqi5, Fluo-8 calcium fluorescence, ACh EC20; 0% = ACh EC20, 100% = maximal ACh | 360,000 tested, 0.4% active | activation, % at 3 µM | AID 624126;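 active = activation above its plate's cutoff, the mean activation of sample wells plus 3 SD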; note: some results filed as inactive read as strong as hits
# Target sequence (P08173 whole entry, looked up): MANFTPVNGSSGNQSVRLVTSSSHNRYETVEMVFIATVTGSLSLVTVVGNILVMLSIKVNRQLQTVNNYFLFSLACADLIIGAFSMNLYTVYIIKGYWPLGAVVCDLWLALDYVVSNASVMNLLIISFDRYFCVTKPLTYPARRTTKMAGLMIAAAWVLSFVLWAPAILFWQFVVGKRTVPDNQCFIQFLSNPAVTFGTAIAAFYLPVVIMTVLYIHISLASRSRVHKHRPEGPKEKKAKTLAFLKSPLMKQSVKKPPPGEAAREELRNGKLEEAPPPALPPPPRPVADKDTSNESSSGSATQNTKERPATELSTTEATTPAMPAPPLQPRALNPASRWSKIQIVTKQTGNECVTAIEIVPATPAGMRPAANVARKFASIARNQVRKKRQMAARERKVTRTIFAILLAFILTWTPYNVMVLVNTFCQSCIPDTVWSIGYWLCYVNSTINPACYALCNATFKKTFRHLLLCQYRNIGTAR
# CRFR2-BP antag = blocks CRF-induced signaling of the CRF-BP/CRF-R2 complex; HEK293 CRF-R2/CRF-BP, CRF-induced calcium fluorescence; inhibition, % at 11.8 µM; 350,000 tested, 0.59% active;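 active = inhibition of the ligand-induced calcium signal above about 50% at the single tested concentration, limit read from the data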
# TAAR1 ag = agonists of human TAAR1. AID 624467. CHO RD-HGA16 TAAR1, Fluo-8 calcium fluorescence; vehicle wells 0%, saturating PEA agonist 100%. 360,000 tested, 0.99% active. activation, % at 3 µM. Q96RJ0;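 active = activation above the mean activation of all test compounds in the run plus 3 SD, cut at about 38% in these data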
#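 System: CHO RD-HGA16 cells carrying human TAAR1 plus Gα16; Incubation: 17-24 h seeding, 75 min 37 °C dye, 30 min RT; Measured by: Fluo-8 fluorescence, 5 s baseline then 140 s kinetic read; Control set: DMSO and PEA EC100; Replication: single well for each compound.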
# CRFR2-BP ag = CRF-BP/CRF-R2 complex agonism; 350,000 tested, 0.46% active; AID 588473; activation, % at 13.2 µM; HEK293 CRF-R2/CRF-BP, calcium dye fluorescence (FLIPR); percent of saturating CRF peptide response;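 active = activation of at least 50%, plus an integration ratio under a set limit after plate pattern correction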;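 note: plate controls were neutral control wells without compound for no effect and CRF at EC100 for full effect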
# * = called active by the depositor; · = no result given.
# Preview:
smiles,M1 PAM parental,CHRM5 antagonist,TAAR1 ag,M5 PAM,CHRM5 agonist,CRFR2-BP ag,CRFR2-BP antag,CHRM4 PAM,TAAR1 antagonist
COc1ccc(C(=O)NCC(=O)NCC(=O)OCc2ccc(Br)cc2)cc1,3,13,-1,-7,-3,-3.7,0,-2,-35
Cc1cc(/C=C2/SC(=O)N(CC(=O)OC(C)C)C2=O)c(C)n1C,-2,9,7,-8,2,-1.4,9,0,-5
CCC(C)NC(=O)C1c2cc(OC)c(OC)cc2C(=O)N(C)C1c1cccs1 (stereo not drawn),14,-5,7,-1,11,1.9,-3,8,11
CCCc1cc(=O)[nH]c(SCC(=O)NCCN2C(=O)CSC2=O)n1,8,-1,0,4,0,1.4,-6,1,-6

# The list itself, from the first entry:
smiles,M1 PAM parental,CHRM5 antagonist,TAAR1 ag,M5 PAM,CHRM5 agonist,CRFR2-BP ag,CRFR2-BP antag,CHRM4 PAM,TAAR1 antagonist
COc1ccc(C(=O)NCC(=O)NCC(=O)OCc2ccc(Br)cc2)cc1,3,13,-1,-7,-3,-3.7,0,-2,-35
Cc1cc(/C=C2/SC(=O)N(CC(=O)OC(C)C)C2=O)c(C)n1C,-2,9,7,-8,2,-1.4,9,0,-5
CCC(C)NC(=O)C1c2cc(OC)c(OC)cc2C(=O)N(C)C1c1cccs1 (stereo not drawn),14,-5,7,-1,11,1.9,-3,8,11
CCCc1cc(=O)[nH]c(SCC(=O)NCCN2C(=O)CSC2=O)n1,8,-1,0,4,0,1.4,-6,1,-6
COC(=O)C1(c2ccccc2)NC(c2cccs2)C2C(=O)N(C)C(=O)C21 (stereo not drawn),9,-4,5,0,-5,0.6,3,-3,-18
O=C1C2CCc3ccccc3C2N1c1ccccc1 (stereo not drawn),-18,2,4,4,-1,2.1,9,15,9
COc1cc(C)c(S(=O)(=O)Nc2ccccc2F)cc1C,0,-13,3,-6,-8,-0.5,0,3,8
COP(=O)(OC)c1nc(-c2ccc([N+](=O)[O-])cc2)oc1N1CCCCC1,-17,-5,5,-1,2,54*,-44,-5,-12
Cc1[nH]c(=O)c(C#N)c(C)c1CSc1ncccn1,-26,8,1,0,-2,0.5,-6,-2,-7
COCCNC(=O)CSc1nc2sc(C)c(C)c2c(=O)n1-c1ccccc1,-16,13,2,-6,-4,-3.2,-1,-2,10
COc1ccc(NC(=O)C2=NN(C3CCS(=O)(=O)C3)C(=O)CC2)cc1S(N)(=O)=O (stereo not drawn),10,8,3,3,2,0.5,0,4,0
CCOC(=O)CNc1ncc(C(F)(F)F)cc1Cl,1,12,6,-5,-1,-0.7,4,-7,-3
CC(C)(C)OC(=O)C[C@H]1C/C=C\C[C@H](CC(=O)N(CCO)Cc2ccccc2)C(=O)NC[C@H](c2ccccc2)OC1=O,-16,4,3,7,-5,-3.0,1,-3,11
COc1ccc2[nH]c(C(=O)O)c(CCNC(=O)/C=C/c3ccc(O)c(OC)c3)c2c1,20,2,-1,1,-3,-2.4,11,-1,-1
CCNC(=O)C1CCCN(C(=O)C(c2ccccc2)c2ccccc2)CC1 (stereo not drawn),-4,-4,2,-4,-1,·,·,1,-23

smiles,M1 PAM parental,CHRM5 antagonist,TAAR1 ag,M5 PAM,CHRM5 agonist,CRFR2-BP ag,CRFR2-BP antag,CHRM4 PAM,TAAR1 antagonist
CC(C)[C@H](NS(=O)(=O)c1ccccc1)C(=O)Nc1ccccc1N1CCOCC1,15,1,10,-3,0,-7.7,-5,2,-21
C[C@H](CO)N1C[C@H](C)[C@H](CN(C)Cc2ccncc2)Oc2cc(-c3ccccc3F)ccc2S1(=O)=O,11,5,0,-5,-2,-0.6,9,-6,5
O=C(NCCc1ccccc1)c1ccc2c(c1)N(Cc1ccccc1)CCS2,-2,11,·,-13,-4,-0.7,18,-11,·
O=c1cc(-c2ccccc2)nc2c(-c3ccccc3)c(C(F)(F)F)[nH]n12,-15,4,-2,1,-8,-1.3,54*,-4,37
COc1ccccc1/C=N/NC(=O)c1cccc(NC(=O)c2ccccc2Cl)c1,-12,11,10,-15,3,1.0,-15,-8,49*
O=C(Nc1ccccc1)Nc1nnc(-c2ccccc2)s1,11,4,11,-9,9,0.2,-3,-8,-33
COc1ccc(N(C(=O)Cc2cccs2)C(C(=O)NC2CCCC2)c2ccncc2)cc1OC (stereo not drawn),5,15,-2,-1,-2,0.5,-41,-2,-7
Clc1ccc(Cn2nnc(-c3ccc(CN4CCOCC4)cc3)n2)cc1,5,3,21,1,0,0.3,-2,-7,5
CCN(CC)S(=O)(=O)c1ccc(C(=O)Nc2c3c(nn2C(C)(C)C)CS(=O)(=O)C3)cc1,23,-1,3,2,-2,0.5,-5,10,13
O=C(c1ccc(N2C(=O)c3ccccc3C2=O)cc1)N1CCCCC1,5,6,4,-4,-2,0.8,11,2,1
COc1ccc2oc(=O)c(C(=O)NCc3ccccn3)cc2c1,20,-11,2,8,-1,-3.7,9,12,7
Cc1cccc(NC(=O)c2ccc([N+](=O)[O-])o2)c1,3,5,10,0,2,-3.3,-3,-12,-16
N#Cc1ccccc1COC(=O)c1ccc2c(c1)OCCO2,5,10,5,-6,-2,2.8,-7,7,-10
COC(=O)C1SCC2C(=O)N(Cc3ccc(F)cc3)CC(=O)N21 (stereo not drawn),12,2,0,-3,0,-1.2,7,2,5
Cc1ccc(-c2ocnc2C(=O)Nc2ccccc2NC(=O)c2ccccn2)cc1,20,13,-1,-3,-2,-0.3,12,2,25

smiles,M1 PAM parental,CHRM5 antagonist,TAAR1 ag,M5 PAM,CHRM5 agonist,CRFR2-BP ag,CRFR2-BP antag,CHRM4 PAM,TAAR1 antagonist
CCC(=O)c1ccc(OC(=O)N2CCOCC2)cc1,10,2,1,2,1,1.1,5,7,-19
O=CNCC(=O)NC1CCCCCC1,2,0,1,0,0,-0.8,-10,-2,-29
CCOc1ccc(/C=N/NC(=O)CC(=O)NCc2ccccc2)cc1,6,-2,9,28*,4,-0.7,-12,7,7
CC1CCN(S(=O)(=O)c2ccc3[nH]c(=O)[nH]c3c2)CC1,2,-9,-2,6,0,-0.2,1,-2,0
COc1cccc(C(=O)O/N=C(\N)c2ccc([N+](=O)[O-])cc2)c1OC,22,-5,-2,0,3,-1.9,4,13,22
Cc1cccc(NC(=O)C2CCCN(S(=O)(=O)c3c(C)nn(C)c3C)C2)c1 (stereo not drawn),6,-9,2,-1,4,-0.9,9,-2,19
CCOC(=O)C1=NN(C(=O)Cc2ccccc2)C(O)(c2ccc(Cl)cc2)C1 (stereo not drawn),3,2,11,-2,1,-1.5,-26,13,-24
CCSc1nnc(NC(=O)COc2cccc3ccccc23)s1,18,6,5,-3,-1,0.7,-16,3,-7
CCOc1ccc(S(=O)(=O)Nc2ccc(S(=O)(=O)Nc3cc(OC)ccc3OC)cc2)cc1,21,-5,22,1,7,2.1,-9,0,3
CN(Cc1ccccc1)C(=O)CCC1CCN(S(C)(=O)=O)CC1,10,-11,1,9,-5,0.7,-7,11,-7
COc1ccc(CNC(=O)CSc2n[nH]c(N)n2)cc1OC,-7,8,0,2,-1,-0.2,13,-4,-4
C/C(CC(=O)Nc1ccc(Cl)c(C(F)(F)F)c1)=N\NC(=O)c1cc2ccccc2cc1O,-2,3,6,-6,0,3.1,-7,-8,16
CCCCn1c(N)c(N(C)C(=O)c2cc3c(F)cccc3s2)c(=O)[nH]c1=O,25,6,2,3,6,-0.9,2,2,-11
O=C(CN1C(=O)NC2NC(=O)NC21)N/N=C/c1ccc(F)cc1 (stereo not drawn),-4,0,4,-1,1,-1.8,38,-3,-2
O=c1[nH]c2ccccc2nc1CCc1ccccc1,14,7,2,4,3,18,-17,-1,-2

smiles,M1 PAM parental,CHRM5 antagonist,TAAR1 ag,M5 PAM,CHRM5 agonist,CRFR2-BP ag,CRFR2-BP antag,CHRM4 PAM,TAAR1 antagonist
COc1ccc2cc3cc(C(=O)NCCCN4CCOCC4)oc3nc2c1,9,2,0,3,-5,-1.0,-3,-3,-20
COc1ccc(OC)c(S(=O)(=O)N2CCN(C(=O)CCc3ccccc3)CC2)c1,-6,-4,3,3,0,0.1,-6,9,-3
COc1ccccc1/C=C/C(=O)OCC(=O)NC1CCS(=O)(=O)C1 (stereo not drawn),0,1,1,6,7,-2.0,4,4,1
COc1ccc(N2C(=O)C3C(C2=O)C2C=CC3C23CC3)c([N+](=O)[O-])c1 (stereo not drawn),-2,18,2,-7,-5,1.9,-9,8,-3
O=C(NCc1ccco1)c1ccc(NS(=O)(=O)c2cccc([N+](=O)[O-])c2)cc1,-10,4,4,4,-5,-2.0,-13,-6,-4
CN(C(=O)CSc1nnc(COc2ccccc2F)n1N)C1CCS(=O)(=O)C1 (stereo not drawn),-3,-1,3,-1,3,-1.1,6,7,3
CC1(C(=O)Nc2cccc(Oc3ccccc3)c2)Cc2c(-c3ccccc3)ccnc2O1 (stereo not drawn),9,-2,3,-1,1,·,·,2,-54
C/C(=N\NC(=O)c1ccc2ccccc2c1)c1cccnc1,19,2,7,2,-4,0.5,1,3,-1
Cn1cc(C(=O)C(=O)N2CCc3ccccc32)c2ccccc21,17,9,0,1,-6,-2.7,-1,-3,-20
COc1ccc2oc(=O)c(C(=O)NCC3CCCO3)cc2c1 (stereo not drawn),12,-5,2,8,0,1.9,-14,1,13
COc1ccc(CCNC(=O)c2cc(C3CC3)on2)cc1OC,18,2,0,4,0,-3.5,26,6,0
Cc1nc(NCc2ccc(S(N)(=O)=O)cc2)c2c(C)c(C)sc2n1,12,19,2,-2,0,-1.1,4,4,3
COc1ccc(CCNC(=O)CSc2nc3ccsc3c(=O)n2Cc2ccccn2)cc1OC,0,3,1,1,0,-1.2,-16,2,-19
O=C(O)Cc1ccc(NC(=O)c2ccc(Cl)c(Cl)c2)cc1,-12,-2,8,0,0,-0.4,-6,0,6
C/C(=N\O)c1c(O)cc(-c2ccccc2)n(-c2ccccc2)c1=O,25,10,2,-2,-5,-0.9,6,-1,1

smiles,M1 PAM parental,CHRM5 antagonist,TAAR1 ag,M5 PAM,CHRM5 agonist,CRFR2-BP ag,CRFR2-BP antag,CHRM4 PAM,TAAR1 antagonist
Cc1nc2n[nH]c(N)c2nc1C,8,4,1,1,4,-0.8,-5,5,-8
C/C(=N\Nc1nccnc1Cl)c1ccc(F)cc1,4,-1,5,-4,-6,-2.3,-12,1,5
CCCOc1ccccc1C(=O)N(Cc1ccc(C)o1)C1CCS(=O)(=O)C1 (stereo not drawn),6,-6,0,-1,-1,-1.2,4,1,6
CCC(c1nnnn1C(C)(C)CC)N(CCCO)Cc1cc2cccc(C)c2[nH]c1=O (stereo not drawn),11,-7,8,3,-3,1.2,-3,-3,-5
O=C(O)c1ccccc1C(=O)NCCCn1ccnc1,8,9,1,-5,-4,0.5,4,0,24
COc1ccc(Nc2nc(-c3cccs3)nc3ccccc23)cc1S(=O)(=O)N1CCOCC1,6,10,15,-24,-4,0.6,-13,-30,71*
O=C1NC(c2cc3c(cc2Cl)OCO3)Oc2ccccc21 (stereo not drawn),6,-1,1,0,-2,-1.6,2,5,-3

# Screens from PubChem.
